# HTRA1 inhibitor: blocks human HTRA1 serine peptidase; Q92743; recombinant HTRA1, FP-rhodamine activity-based probe, fluorescence polarization; inhibition, % at 5.96 µM; actives 0.5% (n = 340,000); AID 504803; in the data active = inhibition above about 36%;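 also: 0% = enzyme with DMSO and 100% = wells lacking enzyme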
# Target sequence (Q92743 whole entry, looked up): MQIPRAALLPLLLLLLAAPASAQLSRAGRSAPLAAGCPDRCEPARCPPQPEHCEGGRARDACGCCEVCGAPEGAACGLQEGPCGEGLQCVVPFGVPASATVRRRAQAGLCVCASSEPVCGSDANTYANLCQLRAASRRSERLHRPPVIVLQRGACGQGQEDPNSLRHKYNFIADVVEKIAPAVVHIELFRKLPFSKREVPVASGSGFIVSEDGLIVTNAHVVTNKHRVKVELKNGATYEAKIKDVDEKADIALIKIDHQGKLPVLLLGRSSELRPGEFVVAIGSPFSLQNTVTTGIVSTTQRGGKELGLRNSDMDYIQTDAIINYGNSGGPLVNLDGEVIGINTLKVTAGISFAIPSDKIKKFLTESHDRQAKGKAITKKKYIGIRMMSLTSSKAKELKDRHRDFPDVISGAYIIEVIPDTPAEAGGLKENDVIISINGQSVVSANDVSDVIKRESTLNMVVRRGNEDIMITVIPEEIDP
# Rev-erbA mod: Rev-erb alpha (human) modulation; P20393; Rev-erbα–FITC-DNA binding, fluorescence polarization, 90 min; activity, % at 10 µM; actives 0.79% (n = 370,000); AID 1259318;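 active = activity above about 14%, limit read from the data; passing the limit was not always enough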;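 also: 0% = DMSO wells with 35 nM protein and 100% = DMSO wells with 750 nM protein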
# Target sequence (P20393 whole entry, looked up): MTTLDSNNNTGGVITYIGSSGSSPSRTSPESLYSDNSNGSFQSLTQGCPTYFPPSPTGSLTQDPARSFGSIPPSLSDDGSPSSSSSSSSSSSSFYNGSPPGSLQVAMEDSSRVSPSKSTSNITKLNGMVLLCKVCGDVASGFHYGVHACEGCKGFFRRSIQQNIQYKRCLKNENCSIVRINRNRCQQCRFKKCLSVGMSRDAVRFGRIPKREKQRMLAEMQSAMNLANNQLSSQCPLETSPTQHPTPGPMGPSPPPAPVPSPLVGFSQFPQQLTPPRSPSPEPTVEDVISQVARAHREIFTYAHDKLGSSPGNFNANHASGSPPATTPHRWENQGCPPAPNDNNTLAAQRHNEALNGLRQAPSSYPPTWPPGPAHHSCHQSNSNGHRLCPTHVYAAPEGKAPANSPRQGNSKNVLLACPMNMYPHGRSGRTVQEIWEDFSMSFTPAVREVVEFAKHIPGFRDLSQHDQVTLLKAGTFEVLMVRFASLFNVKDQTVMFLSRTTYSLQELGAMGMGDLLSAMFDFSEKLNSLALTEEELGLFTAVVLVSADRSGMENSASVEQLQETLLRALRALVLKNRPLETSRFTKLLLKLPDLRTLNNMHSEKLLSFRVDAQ
# An asterisk follows results filed as active; x = not tested or not shown; & = joins results of further samples.
# Values run as follows: HTRA1 inhibitor, Rev-erbA mod
[1] CC(C)(C)N1C(=O)[C@H]2[C@@H](c3ccc(Br)cc3)N3C(=O)N(c4ccc(Br)cc4)C(=O)[C@@]3(Cc3ccccc3)[C@H]2C1=O
    -10.4, x
[2] CC(=O)NCc1ccc(C(=O)CSc2nnc(-c3ccncc3)n2Cc2ccccc2)o1
    8.1, x
[3] Cc1ccc(CNc2ccc3c(c2)OCO3)cc1
    48.7*, x
[4] COCCNC(=O)COc1ccc(Br)cc1Cl
    -0.9, x
[5] Cc1cccc(NC(=O)c2cccc(NS(=O)(=O)c3ccc(Cl)cc3)c2)c1
    -65.7, x
[6] O=C(N/N=C/c1ccc([N+](=O)[O-])s1)c1ccncc1
    12.0, x
[7] c1ccc(C(c2nnnn2C2CCCCC2)N2CCc3ccccc3C2)nc1 (stereo unspecified)
    -7.8, x
[8] CCOC(=O)[C@@H]1[C@H]2COc3ccccc3[C@H]2N2C(=O)N(c3ccccc3)C(=O)[C@]12C
    -5.0, x
[9] C[C@@]12C(=O)Nc3ccc(Cl)cc3C(=O)N1[C@H]1c3ccccc3OC[C@@H]1[C@@H]2c1ccccc1
    -67.7, x
[10] CCOC(=O)C1CCCN(C(=O)c2cc3cc4ccc(OC)cc4nc3o2)C1 (stereo unspecified)
    -6.0, x
[11] O=C(Oc1ccc(Cl)cc1)c1ccc(COC(=O)c2cnccn2)cc1
    -5.7, x
[12] CCc1ccnc(NC(=O)Nc2ccc(OCc3ccccc3)cc2)c1
    4.0, x
[13] COC(=O)C1=C(C)N(Cc2ccccc2)C(=NCC(C)C)N[C@H]1c1cccc(C(F)(F)F)c1
    -15.3, x
[14] COCCCn1c(C(=O)N2CC(C)OC(C)C2)cc2c(=O)n3cccc(C)c3nc21 (stereo unspecified)
    -2.7, x
[15] O=C(COC(=O)c1ccc(NS(=O)(=O)c2cccs2)cc1)NCc1ccco1
    -10.5, x
[16] C#CCOCCOCCOCCNc1nc(N2CCN(C(=O)C(CCC(=O)O)n3cc(C(N)CC(C)C)nn3)CC2)nc(N2CCN(C(=O)C(Cc3cc4ccccc4[nH]3)n3cc(C(N)Cc4ccc(O)cc4)nn3)CC2)n1 (stereo unspecified)
    -1.3, x
[17] CC(=O)Nc1ccc(S(=O)(=O)Nc2ccc3c(c2)OCCO3)cc1
    -3.5, x
[18] S=C(NCCc1ccc(Cl)cc1)NCc1ccccc1
    -21.0, x
[19] CC(C)(C)OC(=O)[C@H](CCCCN)NC(=O)c1[nH]cnc1C(=O)N[C@@H](Cc1ccccc1)C(=O)OCc1ccccc1
    -5.3, x
[20] O=C(Nc1nnc(S(=O)(=O)N2CCCCC2)s1)c1cccc(Br)c1
    -0.5, x
[21] CCCN(CCC)S(=O)(=O)c1ccc(C(=O)Nc2nnc(-c3cc(OC)cc(OC)c3)o2)cc1
    -2.4, x
[22] Cn1c(=O)[nH]c(=O)c2c1nc(N1CCC(Cc3ccccc3)CC1)n2Cc1ccccc1
    -8.0, x
[23] CSc1nsc(/C=C/Nc2ccc(F)cc2F)c1C#N
    -15.8, x
[24] CC1=NNC(=O)/C1=C\c1cn(-c2ccccc2)nc1-c1ccc(F)cc1
    -5.2, x
[25] O=C(c1cn(-c2ccccc2)nc1-c1cccs1)N1CCN(c2ccccc2)CC1
    -40.8, x
[26] COC(=O)c1ccc(NC(=O)CSCc2ccccc2)cc1
    -10.2, x
[27] CCCN(CC(=O)Nc1ccccc1C)C(=O)c1ccc(-c2ccc(C(C)=O)cc2)o1
    -7.8, x
[28] COc1ccc(C=NNc2ccc(S(=O)(=O)Nc3ccccc3C(=O)O)cc2[N+](=O)[O-])c(OC)c1
    46.6*, x
[29] C=CCn1c(=NC(=O)c2sc3ccccc3c2Cl)sc2cc(S(N)(=O)=O)ccc21
    -12.5, x
[30] COc1ccc(OC)c(-n2c(SCC(=O)N3CCc4ccccc43)nc3c(c2=O)SCC3)c1
    -3.6, x
[31] CN(Cc1ccccc1F)C(=O)C(Cc1ccccc1)NC(=O)c1ccccc1 (stereo unspecified)
    -13.7, x
[32] COc1ccc(OC)c(NC(=O)[C@@H]2CCCN2C(=O)c2cccs2)c1
    6.7, x
[33] CCOC(=O)c1c(C)oc2c1c1c(c3ccccc32)OCN(Cc2cccnc2)C1
    -6.7, x
[34] O=S(=O)(NCCCN1CCN(c2ccccc2F)CC1)c1cccc2cccnc12
    -7.6, x
[35] O=[N+]([O-])c1ccc(Oc2ccc(S(=O)(=O)Nc3ccccc3)cc2)cc1
    -26.6, x
[36] Cc1ccc(C(=O)NNC(=O)CSc2nnc3c(n2)[nH]c2ccc(C)cc23)cc1
    2.9, x
[37] Cc1ccccc1CN1CCN(C/C=C/c2ccccc2)CC1
    0.7, x
[38] CCOC(=O)C(C)Oc1cccc2c(=O)n(CC(=O)NCc3ccco3)ccc12 (stereo unspecified)
    0.6, x
[39] COc1ccc(S(=O)(=O)Nc2ccc(Cc3ccncc3)cc2)cc1C
    -3.2, x
[40] COc1cc2nc(=S)n(CCCN3CCOCC3)c(N)c2cc1OC
    3.7, x
[41] Cn1c(SCCC#N)nnc1-c1ccc(F)cc1
    -2.6, x
[42] COc1ccc(CN(C(=O)CSc2nnc(-c3ccccc3F)o2)c2ccc(F)cc2)cc1
    -42.2, x
[43] CC(=O)Nc1sc2c(c1-c1nc3ccccc3s1)CCN(C(C)C)C2
    -15.2, x
[44] COc1ccc(C2NS(=O)(=O)OCC2C)cc1 (stereo unspecified)
    -2.6, x
[45] CCCc1[nH]nc2c1C(c1ccc(OC)c(Cn3nnc4ccccc43)c1)C(C#N)=C(N)O2 (stereo unspecified)
    -3.5, x

# Further compounds
No.	SMILES	HTRA1 inhibitor	Rev-erbA mod
46	COC(=O)C1=C(C)N(CC2CC2)C(=NCc2cc(OC)c(OC)c(OC)c2)N[C@H]1c1ccccc1	0.2	x
47	Nc1ccc2oc(CCc3ccccc3)nc2c1	5.7	x
48	O=C(Nc1ccc(Oc2cccnc2)cc1)c1cccc([N+](=O)[O-])c1	-7.5	x
49	O=C1C=C(c2ccc3cc[nH]c3c2)C[C@@H](c2ccc3c(c2)OCO3)C1	-64.2	x
50	COc1ccccc1NC(=O)/C(C#N)=C/c1ccc(OCCN2CCOCC2)c(OC)c1	5.6	x
51	C#CCOCCOCCOCCNc1nc(N2CCN(C(=O)[C@H]([C@@H](C)CC)n3cc([C@@H](N)CO)nn3)CC2)nc(N2CCN(C(=O)[C@H](Cc3ccc(O)cc3)n3cc([C@@H](N)C(C)CC)nn3)CC2)n1 (stereo partly specified)	-5.1	x
52	O=C(O)c1ccccc1SCCS(=O)(=O)c1ccc(Cl)cc1Cl	0.3	x
53	CCCCNc1c2c3c(cccc3n(C)c1=O)C(=O)c1ccccc1-2	67.7*	x
54	CCCCC[C@H](O)/C=C/[C@@H]1[C@@H](CCCCCCC(=O)O)[C@@H](O)C[C@H]1O	-0.8	x
55	COc1ccc(NC(=O)CCC(=O)c2cccs2)c(OC)c1	5.5	x
56	CCCCN(C)CC(O)Cn1cc(/C=C/C(=O)c2cccs2)c2ccccc21 (stereo unspecified)	-6.3	x
57	CNC(=O)c1nc(C)n(-c2cc(Cl)cc(Cl)c2)n1	-0.3	x
58	COC(=O)N1C(=O)[C@@](c2ccccc2)(C(C)C)N1C(=O)OC	6.7	x
59	Cc1ccc(-c2csc(NC(=O)c3c(C)noc3C)n2)s1	-5.3	x
60	C[C@@]12C(=O)Nc3cc(F)c(F)cc3C(=O)N1[C@H]1c3cc(Cl)ccc3OC[C@@H]1[C@@H]2c1ccccc1	-58.1	x
61	O=C(O)[C@@H](S)[C@@H](S)C(=O)O	x	-1.9
62	Cc1cc(N)c2ccccc2[n+]1CCCCCCCCCC[n+]1c(C)cc(N)c2ccccc21	x	5.7
63	CC(OC(=O)OC1CCCCC1)OC(=O)C1=C(CSc2nnnn2CCN(C)C)CS[C@@H]2[C@H](NC(=O)Cc3csc(N)n3)C(=O)N12 (stereo partly specified)	x	-7.1
64	CCOC(=O)[C@](C)(N)Cc1ccc(O)c(O)c1	x	-4.3
65	CN(C)C1C(=O)C(C(=O)NCN2CCCC2)=C(O)C2(O)C(=O)C3=C(O)c4c(O)cccc4C(C)(O)C3CC12 (stereo unspecified)	x	-8.0
66	O=C1O[C@@H](CO)[C@H](O)[C@@H](O)[C@@H]1O	x	-2.7
67	CCc1cc(Cl)c(OC)c(C(=O)NC[C@H]2CCCN2CC)c1O	x	5.1
68	CC(=O)N[C@@H](CC(=O)O)C(=O)N[C@@H](CCC(=O)O)C(=O)O	x	0.8
69	Cc1ccc(C(=O)Nc2ccc(S(=O)(=O)O)c3cc(S(=O)(=O)O)cc(S(=O)(=O)O)c23)cc1NC(=O)c1cccc(NC(=O)Nc2cccc(C(=O)Nc3cc(C(=O)Nc4ccc(S(=O)(=O)O)c5cc(S(=O)(=O)O)cc(S(=O)(=O)O)c45)ccc3C)c2)c1	x	2.4
70	CCCCC(=O)O[C@]1(C(=O)CO)CCC2C3CCC4=CC(=O)CC[C@]4(C)C3[C@@H](O)C[C@@]21C (stereo partly specified)	x	0.2
71	CNC1(C)C2CCC(C2)C1(C)C (stereo unspecified)	x	3.5
72	COc1cc(O)c(C(=O)c2ccccc2)cc1S(=O)(=O)O	x	3.6&-5.5
73	c1ccc([C@@H]2CCNC[C@H]2COc2ccc3c(c2)OCO3)cc1	x	-9.0
74	O=P(O)(O)OCC(O)CO (stereo unspecified)	x	-1.1
75	COc1cc2nc(N(C)CCCNC(=O)C3CCCO3)nc(N)c2cc1OC (stereo unspecified)	x	-4.0
76	CC(=O)NS(=O)(=O)c1ccc(NC(=O)c2ccccc2C(=O)O)cc1	x	2.6
77	CC(C)[C@H](N)C(=O)O	x	-7.1
78	CCC(C)CCCCC(=O)NC(CCN)C(=O)NC(C(=O)NC(CCN)C(=O)NC1CCNC(=O)C(C(C)O)NC(=O)C(CCN)NC(=O)C(CCN)NC(=O)C(CC(C)C)NC(=O)C(Cc2ccccc2)NC(=O)C(CCN)NC1=O)C(C)O (stereo unspecified)	x	-4.8
79	CO[C@H]1C=CO[C@@]2(C)Oc3c(C)c(O)c4c(O)c(c5c(c4c3C2=O)NC2(CCN(CC(C)C)CC2)N=5)=NC(=O)C(C)=CC=C[C@H](C)[C@H](O)[C@@H](C)[C@@H](O)[C@@H](C)[C@H](OC(C)=O)[C@@H]1C	x	2.9
80	CO[C@@]1(NC(=O)C(C(=O)O)c2ccc(O)cc2)C(=O)N2C(C(=O)O)=C(CSc3nnnn3C)CO[C@@H]21 (stereo partly specified)	x	-3.9
81	CN(N=O)C(=O)N[C@@H]1[C@@H](O)[C@H](O)[C@@H](CO)O[C@@H]1O	x	-8.7
82	CN(C)CCc1c[nH]c2ccc(CS(=O)(=O)N3CCCC3)cc12	x	2.1
83	C=CC(N)CCC(=O)O (stereo unspecified)	x	-3.0
84	O=S(=O)(O)Oc1ccc(C(c2ccc(OS(=O)(=O)O)cc2)c2ccccn2)cc1	x	-0.2
85	CC(=O)OC[C@H]1O[C@@](COC(C)=O)(O[C@H]2O[C@H](COC(C)=O)[C@@H](OC(C)=O)[C@H](OC(C)=O)[C@H]2OC(C)=O)[C@@H](OC(C)=O)[C@@H]1OC(C)=O	x	-9.5
86	CCCCC(CC)CCC(CC(C)C)OS(=O)(=O)O (stereo unspecified)	x	0.6
87	C/C=C/c1ccc(OC)cc1	x	-3.4
88	COc1ccc2c(c1OC)C(=O)OC2[C@H]1c2c(cc3c(c2OC)OCO3)CCN1C (stereo partly specified)	x	0.3
89	CCCCCCCCCCOc1cc2c(=O)c(C(=O)OCC)c[nH]c2cc1OCC	x	-0.4
90	O=C(Cc1cccs1)N[C@H]1C(=O)N2C(C(=O)O)=C(C[n+]3ccccc3)CSC12 (stereo partly specified)	x	-0.8
91	CCOC(=O)O[C@H](C)OC(=O)C1N2C(=O)[C@H](NC(=O)C(N)c3ccccc3)C2SC1(C)C (stereo partly specified)	x	-1.9
92	CCC(C)C1NC(=O)C(CCN)NC(=O)C(NC(=O)C(CCN)NC(=O)C(NC(=O)C(CCN)NC(=O)CCCCC(C)C)C(C)O)CCNC(=O)C(C(C)O)NC(=O)C(CCN)NC(=O)C(CCN)NC(=O)C(C(C)CC)NC1=O (stereo unspecified)	x	0.6
93	CO/N=C(/C(=O)N[C@@H]1C(=O)N2C(C(=O)O)=C(CSc3nc(=O)c(O)nn3C)CS[C@H]12)c1csc(N)n1	x	-8.8
94	CC(=O)OCC(=O)[C@@]1(O)[C@H](OC(C)=O)CC2C3CCC4=CC(=O)C=C[C@]4(C)[C@@]3(F)[C@@H](O)C[C@@]21C (stereo partly specified)	x	-9.2
95	O=C1[C@@H]2[C@H]3CC[C@H](C3)[C@@H]2C(=O)N1CCCCN1CCN(c2ncccn2)CC1	x	-3.1
96	CC(O)COc1ccccc1 (stereo unspecified)	x	-2.1
97	OCC1OC(n2cnc3c(=S)nc[nH]c32)C(O)C1O (stereo unspecified)	x	-2.7
98	CCOC(=O)c1ccc(O)cc1	x	5.8
99	CCC(=O)O[C@]1(C(=O)CCl)[C@@H](C)CC2C3CCC4=CC(=O)C=C[C@]4(C)[C@@]3(F)[C@@H](O)C[C@@]21C (stereo partly specified)	x	0.9
100	CN(Cc1cc(Br)cc(Br)c1N)C1CCCCC1	x	2.2
101	Cc1onc(-c2ccccc2)c1C(=O)N[C@H]1C(=O)N2[C@@H]1SC(C)(C)[C@@H]2C(=O)O	x	8.3
102	Cc1ccc(O)cc1	x	-5.4
103	CC12CCC(=O)C=C1CCC1C2[C@@H](O)CC2(C)C1CC[C@]2(O)C(=O)COP(=O)(O)O (stereo partly specified)	x	1.9
104	CCCCCCCCCCCCCCCCOP(=O)([O-])OCC[N+](C)(C)C	x	7.4

# Only part of the results is shown, so the mix of outcomes need not match the whole.
